OX1R antag-1 – antagonists of human orexin 1 receptor (OX1R) | inhibition, % at 6.6 µM | actives 1.8% (n = 330,000) | AID 485270 | OX1R-expressing cells, FRET antagonist read-out; in the data active = inhibition mostly above about 38%, no sharp cut-off; inactive = mostly below about 40%;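 note: 0% = agonist challenge alone and 100% = reference antagonist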
Target sequence (O43613 whole entry, looked up): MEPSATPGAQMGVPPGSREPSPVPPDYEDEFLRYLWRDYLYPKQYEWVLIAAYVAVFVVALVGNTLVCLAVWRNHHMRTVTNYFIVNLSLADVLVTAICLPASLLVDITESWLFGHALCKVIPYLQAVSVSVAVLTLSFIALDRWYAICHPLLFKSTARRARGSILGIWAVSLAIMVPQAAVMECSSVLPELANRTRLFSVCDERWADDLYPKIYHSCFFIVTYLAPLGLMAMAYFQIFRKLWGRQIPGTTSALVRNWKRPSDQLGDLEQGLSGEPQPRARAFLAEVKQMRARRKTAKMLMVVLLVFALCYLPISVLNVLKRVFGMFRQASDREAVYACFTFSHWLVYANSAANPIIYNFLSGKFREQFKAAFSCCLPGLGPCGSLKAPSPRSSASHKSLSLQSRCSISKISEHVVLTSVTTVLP
OX1R antag-2 – blocks the human orexin 1 receptor | CHO/OX1R cells, Fluo-8 calcium fluorescence, orexin A | inhibition, % at 5 µM | actives 0.43% (n = 330,000) | AID 434989;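 active = inhibition above its plate's threshold, mean inhibition of all tested compounds on the plate plus 3 SD, cut at about 37% in these data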;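 note: 0% = orexin A challenge wells and 100% = SB-334867-A antagonist wells; not every result past the cut was called active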
Starred values were filed as active, the others as inactive.

SMILES | OX1R antag-1 | OX1R antag-2
CCNC(=O)CC1C(=O)N(CC)C(=S)N1NC(=O)c1ccc(Cl)cc1 (stereo unspecified) | 8.3 | -9.5
NS(=O)(=O)c1cccc(NC(=O)CN2CCN(S(=O)(=O)c3ccc4c(c3)OCCO4)CC2)c1 | 4.1 | -14.1
COCCn1c(SCC(=O)N2CCC(C)CC2)nc2ccccc2c1=O | 6.8 | -14.1
Cc1ccc(S(=O)(=O)NCCC(=O)NCc2ccc(Cl)cc2)cc1C | 5.9 | -14.4
Cc1cccc(-c2c3c(=O)n(C)c(=O)n(C)c3cn2C(C)C)c1 | 19.1 | -16.9
CC1CCC/C(=N\NC(=O)COc2ccc(Cl)cc2Cl)C1 (stereo unspecified) | 12.8 | -7.0
COc1cccc(NS(=O)(=O)c2ccc3c(c2)N(C(C)=O)CCS3)c1 | 34.6 | -11.0
Cc1ccccc1C(=O)NC1CCN(Cc2nnnn2CCc2ccccc2)CC1 | 7.1 | -12.5
CN(C(=O)Nc1cccc(C(F)(F)F)c1)C1CCCCC1 | 6.8 | -13.4
O=C(NCc1ccco1)C1CCCN1C(=O)NCc1ccccc1 (stereo unspecified) | 1.8 | -10.8
N/C(=N\OC(=O)CCc1ccccc1)c1cccnc1 | 19.2 | -5.0
Cc1ccccc1OCC(=O)Nn1c(COc2ccccc2)nc2ccccc2c1=O | 12.6 | -8.7

Reprinted from the part before: 2 compounds, followed by the next part.
SMILES | OX1R antag-1 | OX1R antag-2
N/C(=N\OC(=O)CCc1ccccc1)c1cccnc1 | 19.2 | -5.0
Cc1ccccc1OCC(=O)Nn1c(COc2ccccc2)nc2ccccc2c1=O | 12.6 | -8.7
O=C(COc1ccccc1F)NCCc1ccc2c(c1)OCCO2 | 6.7 | -16.6
O=C(NCCc1ccccc1)C(=O)NCC1OCCN1S(=O)(=O)c1ccc(Cl)cc1 (stereo unspecified) | 24.9 | -21.7
COc1cccc(Nc2nc3ccccc3nc2NS(=O)(=O)c2ccc(NC(C)=O)cc2)c1 | 13.9 | -1.9
O=C(CSc1ccc2nnc(-c3cccnc3)n2n1)Nc1ccc(F)cc1F | 4.0 | -22.3
CCCCOc1ccc(Br)cc1/C(C)=N/NC1=NCCN1 | 11.6 | -25.5
C=CCc1ccc(O)c(-c2ccc(O)c(CC=C)c2)c1 | 3.0 | 14.4
COc1cc(C=O)ccc1OS(=O)(=O)c1ccccc1[N+](=O)[O-] | 19.1 | 3.8
CCCN1C(=O)CC(=O)N=C1SCC(=O)Nc1ccccc1F | 0.5 | -12.3
c1ccc(-c2nn3c(Cn4nnc5ccccc54)nnc3s2)cc1 | 8.3 | -35.5
Cc1ccc(NC(=O)Nc2nnc(-c3ccccc3F)s2)cc1 | 3.2 | -15.4
CCOC(=O)c1c(C)[nH]c(C(=O)COc2ccc3ccc(=O)oc3c2)c1C | 0.9 | -7.7
Cc1cc(NNC(=O)c2ccccc2)nc(NNC(=O)c2ccccc2)n1 | 23.2 | -10.7

3 compounds from above, ordered by formula weight, low to high.
SMILES | OX1R antag-1 | OX1R antag-2
CCCCOc1ccc(Br)cc1/C(C)=N/NC1=NCCN1 | 11.6 | -25.5
Cc1cc(NNC(=O)c2ccccc2)nc(NNC(=O)c2ccccc2)n1 | 23.2 | -10.7
O=C(NCCc1ccccc1)C(=O)NCC1OCCN1S(=O)(=O)c1ccc(Cl)cc1 (stereo unspecified) | 24.9 | -21.7

New compounds follow.
SMILES | OX1R antag-1 | OX1R antag-2
Cc1ccccc1Cn1nnc(-c2ccc(F)cc2)n1 | 2.9 | -9.0
Cc1cccc(NC(=O)[C@H](NC(=O)[C@@H]2Cc3ccccc3CN2)c2ccccc2)c1 | 18.6 | -5.2
CCOC(=O)c1cc(-c2csc(COc3ccccc3Cl)n2)on1 | 7.3 | 11.6
O=C(NCc1ccco1)NC(=O)c1csc([N+](=O)[O-])c1 | 25.8 | -16.5
CC(C)C(=O)Nc1cc(-c2nc3ncccc3o2)ccc1Cl | 5.5 | -9.8
Nc1cnccc1C(=O)O | 32.5 | -12.7
CC(NC(=O)c1ccc(C(F)(F)F)cc1)C(c1ccccc1)N1CCOCC1 (stereo unspecified) | 8.5 | -14.8
O=C(NCc1ccco1)C1CC(O)CN1C(=O)Nc1ccccc1 (stereo unspecified) | 14.0 | -4.0
O=C1NCCc2c1[nH]c1c(Cl)ccc(Cl)c21 | 35.3 | -11.3
O=C(C1CCCO1)N1CCN(C(=S)Nc2ccccc2Cl)CC1 (stereo unspecified) | 15.2 | -6.1
O=C1C=C(c2cc(F)ccc2F)C[C@@H](c2ccc(Cl)cc2)C1 | 7.6 | 0.1
Cc1ccc(Cl)cc1NC(=O)CCn1cccc1 | 6.3 | -8.7
Cc1ccccc1OCC(=O)NCC1CCCO1 (stereo unspecified) | 10.5 | 13.5
O=C(Nc1nc2ccccc2[nH]1)c1cccs1 | 6.5 | -8.1
COCCN(C(=O)C1=COCCO1)c1c(N)n(CC(C)C)c(=O)[nH]c1=O | 0.2 | -9.4
Cc1ccc(C(=O)/C=C/Nc2ccc(S(=O)(=O)Nc3onc(C)c3C)cc2)cc1 | 24.6 | -13.2
COc1cc2c(cc1NC(=O)Nc1ccccc1)oc1ccccc12 | 40.3 | 2.6
COc1ccccc1C(=O)Nc1ccccc1N1CCOCC1 | 16.7 | -21.0
COc1cccc2cc(C(=O)N3CCN(c4ccccn4)CC3)c(=O)oc12 | 19.4 | -22.9
CC(C)Oc1cccc(C(=O)C2CCCN(S(C)(=O)=O)C2)c1 (stereo unspecified) | 2.6 | -4.1
O=C(COc1ccc(/C=N/NC(=O)C(=O)N2CCCCC2)cc1)Nc1ccccc1Cl | 13.0 | -30.9
Cc1cc(NC(=O)CCCN2C(=O)c3cccnc3C2=O)no1 | 48.2 | -13.0
O=C(O)COc1nsnc1N1CCOCC1 | -2.6 | -0.8
O=C1C2C(c3ccccc3)C=CC(c3ccccc3)C2C(=O)N1C1CCCCC1 (stereo unspecified) | 32.3 | -15.1
O=C(COC(=O)c1cnccn1)Nc1cccc2ccccc12 | 20.7 | -7.2
N[C@@H](Cc1ccccc1)C(=O)N1CCOCC1 | 10.8 | 0.9
COc1cc(OC)c(CN2CCN(c3ccc(F)cc3)CC2)cc1Br | 9.2 | -14.3
COc1ccc(CCC(=O)Nc2ccccc2C(F)(F)F)cc1 | -3.5 | -1.6
COc1ccc(S(=O)(=O)NC(C)C(=O)NCc2ccncc2)cc1C (stereo unspecified) | 11.2 | -1.0
Cc1ccccc1N(CC(=O)N/N=C/c1cc(C)n(-c2ccccc2C)c1C)S(C)(=O)=O | 27.1 | -17.4
Cn1nnnc1SCC(=O)Nc1cc(C(C)(C)C)nn1-c1ccccc1 | 10.1 | -13.1
CSCC[C@H](NC(=O)c1cccc(S(=O)(=O)N2CCCCCC2)c1)c1nc2ccccc2[nH]1 | 10.6 | -7.5
Cc1ccc(-c2ccc(S(=O)(=O)NCc3ccco3)cc2)cc1 | 15.3 | -9.7
COc1cc(C(C#N)N2CCCCC2)ccc1O (stereo unspecified) | 9.7 | -6.5
Cc1nc(CCNC(=O)CC2C(=O)NCCN2Cc2ccccc2)sc1C (stereo unspecified) | -2.1 | -9.3
CC(=O)C(Sc1ccc2nnc(-c3ccncc3)n2n1)C(C)=O | 19.6 | -5.7
Cc1cc(C)nc(SCC(=O)N2CCOCC2)n1 | 5.2 | -2.4
CCCCNC(=O)COc1ccccc1C(=O)c1cc(C#N)c(=O)n(CCOC)c1 | 6.0 | -24.0
Cc1cccc(NC(=S)/N=C(\N)Nc2nc(C)c3cc(C)ccc3n2)c1 | 48.6 | -32.1
COc1ccc(CCC(=O)NCCOc2ccc(C)cc2)cc1 | 1.9 | -7.8
O=C(CSc1nc2cccnc2n1Cc1ccccc1)NC1CCCCC1 | 14.1 | -26.9
COc1cccc(OC)c1C(=O)Nc1sc2c(c1C#N)CCC2 | 54.8* | -11.4
O=C(CN1CCc2ccccc2C1)Nc1ccccc1Cl | -4.9 | -31.6
COCc1cc(C)nc2sc(C(=O)NC3CCCCC3)c(N)c12 | 31.9 | -28.5
COc1ccccc1-c1noc(-c2ccncc2)n1 | 8.1 | -12.4
CSc1ccc(/C=C(/NC(=O)c2ccco2)C(=O)N2CCOCC2)cc1 | 29.2 | -12.9
N#Cc1c(-c2ccccc2)nc(SCC(=O)NC2CCCCC2)[nH]c1=O | 10.2 | 1.3
Cc1ccc(/C=N/NC(=O)c2nnn(-c3nonc3N)c2C(C)C)o1 | 16.7 | -4.9

Whole records, looked up by structure:
`O=C(CSc1nc2cccnc2n1Cc1ccccc1)NC1CCCCC1` is listed as OX1R antag-1: 14.1; OX1R antag-2: -26.9
`COCc1cc(C)nc2sc(C(=O)NC3CCCCC3)c(N)c12` is listed as OX1R antag-1: 31.9; OX1R antag-2: -28.5

(cont.)
SMILES | OX1R antag-1 | OX1R antag-2
CCOC(=O)c1cc(-c2ccccc2)sc1NC(=O)CC(C)C | 16.0 | -30.3
Cc1ccc2nc(-c3ccc(NS(=O)(=O)c4c(C)n(C)c(=O)n(C)c4=O)cc3)sc2c1 | 2.3 | -10.7
COc1cc2c(cc1OC)C(C(=O)NC1CC1)C1c3ccccc3CCN1C2=O (stereo unspecified) | 8.4 | -18.8
Cc1onc(-c2c(F)cccc2Cl)c1C(=O)NCc1ccccc1 | 9.5 | -19.0
COC(=O)c1c(NC(=O)COC(=O)Cn2cnc3ccccc32)sc2c1CCCC2 | 4.0 | -22.1
CCCNC(=O)c1ccccc1C(=O)NC1(C(=O)NCCC)CCCC1 | 7.1 | -4.1
COc1ccc2c3n([n+]([O-])c2c1)CCN=C3c1ccc(Cl)cc1 | 29.5 | -14.6
Cc1c(NC(=O)C(C)N(c2ccccc2)S(C)(=O)=O)c(=O)n(-c2ccccc2)n1C (stereo unspecified) | 15.0 | -12.6
O=[N+]([O-])c1ccc(Cl)c(/C=N/N2CCN(Cc3ccc(Cl)cc3)CC2)c1 | 12.4 | -41.8
Cc1cc(C)n(S(=O)(=O)c2ccc3ccccc3c2)n1 | 5.7 | -12.6
O=C(CN1CCN(c2ccccn2)CC1)Nc1cccc(S(=O)(=O)N2CCOCC2)c1 | 24.7 | -21.2
O=C(O)CN1C(=O)C(=O)N(Cc2ccc(C(F)(F)F)cc2)C1=O | -15.1 | -5.5
CC(=O)Nc1ccc(S(=O)(=O)Nc2ccccc2C(=O)N2CCCCCC2)cc1 | 9.1 | -10.7
CN(Cc1ccccc1)C(=O)CN1C(=O)c2ccccc2C1=O | 7.5 | -26.8
CCOc1ccc(NC(=O)NNC(=O)c2ccc(Cl)cc2Cl)cc1 | 1.4 | -32.5
COc1ccc(OC)c(S(=O)(=O)N2CCC(C(=O)Nc3cccc(C)c3)CC2)c1 | 14.7 | 5.3
COc1cccc(/C=c2\s/c(=C\C(=O)C(C)(C)C)[nH]c2=O)c1 | 33.2 | -2.3
Cc1cn2c(-c3cccnc3)nnc2s1 | 10.1 | -2.1
COc1ccccc1OC(=O)c1cc(Cl)nc2ccccc12 | 7.7 | -36.9
Cc1oc2cc3oc(=O)c(CCC(=O)NCc4ccccn4)c(C)c3cc2c1C | 15.4 | -36.2
CC(C)OC(=O)c1cccc(C(=O)O)n1 | 40.1 | -6.6
O=C(CC1Oc2ccccc2NC1=O)NCc1ccc(Cl)cc1 (stereo unspecified) | 9.0 | -3.2
COc1cccc(-c2nc(N3CCCC3)c3ccccc3n2)c1O | 17.8 | -37.1
Cc1ccc(S(=O)(=O)N2CCCC2C(=O)Nc2cc(C)on2)cc1 (stereo unspecified) | 62.5 | 9.1

The closing two compounds of the section before lead into the next.
SMILES | OX1R antag-1 | OX1R antag-2
COc1cccc(-c2nc(N3CCCC3)c3ccccc3n2)c1O | 17.8 | -37.1
Cc1ccc(S(=O)(=O)N2CCCC2C(=O)Nc2cc(C)on2)cc1 (stereo unspecified) | 62.5 | 9.1
O=C1CC(NC(=O)C(F)(F)F)=NN1c1ccccc1 | 29.1 | -8.3
CC(C)CCNC(=O)CO/N=C/c1ccccc1OC(F)F | 20.0 | -21.1
C=CCSc1nc(C)cc2c1C(=O)OC2 | 15.3 | -6.7
O=C(CSc1ccc(-c2ccco2)nn1)N1CCCCC1 | 33.5 | -6.1
O=C(Cn1nnc(-c2ccccc2F)n1)OCC(=O)c1ccccc1 | 13.9 | -7.8
O=C(Nc1ccccc1)Nc1ccno1 | -3.3 | 3.0
Cc1ccc(-n2ccc(-c3nn(-c4ccccc4)ccc3=O)n2)cc1 | 15.9 | -26.8
Cc1cc(C)cc(N(CC(=O)Nc2ccc(C(F)(F)F)cc2)S(=O)(=O)c2c(C)[nH]c(=O)[nH]c2=O)c1 | 5.9 | -9.6
Cn1nc(-c2ccc(Cl)cc2)c2cc(C(=O)N3CCOCC3)sc21 | 7.9 | -22.7
COc1ccc(OCC(=O)Nc2ccc3c(c2)C(=O)NC3=O)cc1 | 36.9 | 16.0
COc1ccc(/C=C/C(=O)OCC(=O)c2c[nH]c3ccccc23)cc1 | 6.3 | 2.3
COc1ccc(CC(=O)OC(C)CN2CCCC2)cc1 (stereo unspecified) | -5.0 | -15.3
COc1ccc(-c2cc(C(F)(F)F)n3ncc(C(=O)NCc4ccco4)c3n2)cc1 | 19.0 | -28.4
O=C(Cn1c(=O)oc2ccccc21)N1CCN(c2ccc(N3CCOCC3)nn2)CC1 | 27.1 | -10.1
COc1ccc(N2CCN(Cc3cc(=O)c(OCC(=O)NC4CCCC4)co3)CC2)cc1 | 1.9 | -5.6
Cc1cc(C(=O)NCC(=O)OCC(=O)NCC2CCCO2)ccc1[N+](=O)[O-] (stereo unspecified) | 11.5 | -2.5
CN(C)CCCNc1ccc(-c2cc(Nc3cccc(Cl)c3)ncn2)cn1 | 8.7 | -10.8
CCSc1nc2sc3c(c2c(=O)[nH]1)CCCC3 | 6.1 | -4.5
COc1ccccc1-c1cc(C(=O)Nc2cccnc2Cl)no1 | 20.6 | -20.2
Cn1nc(C(F)(F)F)c2cc(NC(=O)OCc3ccc(F)cc3)sc21 | 35.8 | -21.9
Cc1noc(C)c1COC(=O)C1(c2cccc(F)c2)CCCC1 | 20.1 | -9.4

Assay outcomes (PubChem BioAssay)

The order is random; 2% or so of the library scored in one or more.
